Source: PubChem
CR mimetic SO: reduction of superoxide in aged yeast, primary screen, HTS; 330,000 compounds, 0.18% hits; superoxide response (% of plate mean), % at 10 µM; AID 2690, 2010; S. cerevisiae aged cells, superoxide DHE fluorescence; hits give low values;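 active = superoxide response under a set limit, about three screen SD below normal, cut at about 65% in these data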;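 also: yeast aged for seven days with compound at 30 °C before DHE staining; 100% = average MFI of all compound-treated wells on the plate with controls excluded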
PP1 inh: PP1-alpha phosphatase inhibitors, primary screen, counter-screen for PP5 inhibitor project, biochemical, fluorescence, OMFP substrate, single point; purified PP1alpha; inhibition, % at 6.7 µM; AID 2235, 2010; 320,000 compounds, 0.9% hits; Serine/threonine-protein phosphatase PP1-alpha catalytic subunit (Homo sapiens), P62136;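 active = inhibition above the mean inhibition of all tested compounds plus 3 SD, computed separately for each screening campaign, cut at about 15% in these data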
ZTA DNA inh: ZTA (EBV) inhibition in EBNA-1 counter-screen; inhibition, % at 11 µM; P03206; 320,000 compounds, 0.15% hits; ZTA-DNA binding, fluorescence polarization; AID 2234; in the data active = inhibition above about 33%
EBNA-1 inhibitor: EBNA-1 DNA-binding inhibitors, primary screen, biochemical, fluorescence polarization; inhibition, % at 14.8 µM; AID 1950, 2009; 300,000 compounds, 0.34% hits; in the data active = inhibition above about 28%
CTSL1 counter: Fasciola hepatica cathepsin L1 inhibitors, primary screen, counter-screen for PFM18AAP inhibitor project, biochemical, QFRET, fluorogenic peptide substrate. recombinant F. hepatica cathepsin L1, Z-Leu-Arg-MCA fluorescence. inhibition, % at 5.96 µM. 300,000 compounds, 0.49% hits;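 active = inhibition above the mean of all tested compounds plus 3 SD, set per screening campaign, cut at about 17% in these data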;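 also: 0% = plate median of test compound wells and 100% = 1 µM Z-Phe-Ala-diazomethylketone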
TPT1 inhibitor: Candida albicans TPT1 enzyme inhibitors, primary screen, biochemical, fluorescence polarization; tRNA 2'-phosphotransferase TPT1 (Candida albicans SC5314); recombinant caTPT1, FP RNA substrate dephosphorylation; inhibition, % at 5 µM; 300,000 compounds, 0.81% hits;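 active = inhibition above the mean of all tested compounds plus 3 SD, set per screening campaign, cut at about 24% in these data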;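 also: plate controls were DMSO alone for no effect and ferristatin control at 100 nM for full effect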
GASC-1 inh: inhibitors of GASC-1 histone demethylase, primary screen, biochemical, fluorescence, DELFIA europium. Lysine-specific demethylase 4C (Homo sapiens), Q9H3R0. GST-JMJD2C(1-420) H3K9me3 demethylation. inhibition, % at 2.35 µM. 330,000 compounds, 0.069% hits. AID 2099, 2009;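 active = more than half of a compound's replicate wells show inhibition beyond 50%, single wells judged on their own value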;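 also: signal counts dimethyl H3K9 product captured on neutravidin plate; 0% = median of DMSO wells and 100% = 0.3 times that DMSO median; strong numbers were not always called active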
Target sequence (Q9H3R0 1-420 limits assumed): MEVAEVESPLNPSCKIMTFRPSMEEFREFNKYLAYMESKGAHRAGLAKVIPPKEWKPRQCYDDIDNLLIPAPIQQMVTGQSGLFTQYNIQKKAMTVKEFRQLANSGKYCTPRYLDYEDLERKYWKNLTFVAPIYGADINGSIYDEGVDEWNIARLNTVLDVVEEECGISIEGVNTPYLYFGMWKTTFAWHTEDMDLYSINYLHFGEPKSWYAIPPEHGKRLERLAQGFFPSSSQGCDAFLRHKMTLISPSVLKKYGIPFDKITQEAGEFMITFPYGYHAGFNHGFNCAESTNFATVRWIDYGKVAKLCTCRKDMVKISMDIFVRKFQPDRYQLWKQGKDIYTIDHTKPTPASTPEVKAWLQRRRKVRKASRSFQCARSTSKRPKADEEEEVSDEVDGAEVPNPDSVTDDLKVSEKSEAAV
HCV core dimer: inhibitors of HCV core protein dimerization, primary screen, biochemical, TR-FRET, high-throughput | TR-FRET GST/Flag-core106 dimerization, 1536-well | inhibition, % at 5 µM | 300,000 compounds, 0.33% hits | AID 1899, 2009;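 active = inhibition above the mean of all tested compounds plus 3 SD, set per screening campaign, cut at about 45% in these data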
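System: GST-tagged and Flag-tagged HCV core protein residues 1-106 / Input: core106 proteins, GST 13.5 nM and Flag 17 nM / Buffer or medium: KF-containing HEPES buffer, pH 7.45, DTT, CHAPS, BSA / Probe or stimulus: Eu-anti-GST and XL665-anti-Flag labelled anti-tag antibodies / Schedule: 4 h, 22.5 °C incubation / Technique: TR-FRET 671 and 617 nm emission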
PP5 inh: PP5 phosphatase inhibitors, primary screen, biochemical, fluorescence; AID 1987, 2009; Serine/threonine-protein phosphatase 5 (Homo sapiens), P53041; purified PP5c, OMFP substrate fluorescence; inhibition, % at 6.7 µM; 320,000 compounds, 0.18% hits;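 active = inhibition above the campaign's mean inhibition across all tested compounds plus 3 SD, cut at about 9.5% in these data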;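 also: 0% = DMSO only and 100% = 100 µM cantharidin control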
Target sequence (P53041 whole entry, looked up): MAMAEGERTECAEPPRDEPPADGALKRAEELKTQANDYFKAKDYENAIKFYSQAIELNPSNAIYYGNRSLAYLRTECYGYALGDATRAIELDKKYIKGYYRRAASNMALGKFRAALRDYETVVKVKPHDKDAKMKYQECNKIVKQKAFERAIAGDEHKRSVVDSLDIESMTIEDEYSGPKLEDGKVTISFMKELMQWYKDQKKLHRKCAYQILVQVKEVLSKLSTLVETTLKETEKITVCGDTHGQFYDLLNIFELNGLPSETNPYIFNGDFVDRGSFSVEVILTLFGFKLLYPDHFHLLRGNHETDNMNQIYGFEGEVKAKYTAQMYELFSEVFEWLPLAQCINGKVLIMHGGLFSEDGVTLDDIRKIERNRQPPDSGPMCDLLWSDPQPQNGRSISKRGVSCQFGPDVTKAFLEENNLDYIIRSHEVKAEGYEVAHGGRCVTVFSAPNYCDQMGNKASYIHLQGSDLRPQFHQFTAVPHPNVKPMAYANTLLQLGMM
* marks the source's active call; other numbers are inactive results; nt = no result given; & = joins results of further samples.

SMILES | CR mimetic SO | PP1 inh | ZTA DNA inh | EBNA-1 inhibitor | CTSL1 counter | TPT1 inhibitor | GASC-1 inh | HCV core dimer | PP5 inh
COc1cccc(NC(=O)CN(C2=NC3CS(=O)(=O)CC3S2)c2cccc(C)c2)c1 (configuration not stated) | 107 | -2 | -10 | -3 | -2 | 2 | -8 | 19 | 1.4
O=C(NCC(=O)N(c1cccnc1)C(C(=O)NC1CCCC1)c1ccc(F)cc1)c1ccco1 (configuration not stated) | 93 | -2 | -8 | -13 | -4 | 1 | 5 | 1 | 2.1
N#C/C(=C\c1ccc(O)c(O)c1)C(=O)N1CCCC1 | 88 | -6 | 2 | -4 | 2 | 1 | 3 | -5 | -0.6
COC(=O)c1ccc(Oc2ccc(S(=O)(=O)N3CCCCC3)cc2N)cc1 | 93 | 2 | -2 | 13 | 0 | -4 | 15 | 14 | 2.1
CC12CCC(C(=O)N(CC3CO3)C1=O)C2(C)C (configuration not stated) | 94 | -1 | -5 | 0 | -3 | 1 | 8 | 1 | -1.4
O=C(OCC(=O)N1N=C(c2ccc(Cl)cc2)CC1c1ccco1)c1ccco1 (configuration not stated) | 90 | -3 | 19 | 8 | -27 | 2 | -1 | 17 | 1.5
CN(C(=O)Cn1c(=O)oc2ccccc21)C1CCCCC1 | 77 | 4 | -11 | nt | nt | nt | 14 | nt | 1.9
O=C(/C=C/c1ccc(F)cc1)NC(Cc1c[nH]c2ccccc12)C(=O)O (configuration not stated) | 98 | 1 | -21 | -5 | -3 | -5 | -43 | -2 | 4.1
NS(=O)(=O)c1cccc(NC(=O)CCS(=O)(=O)c2ccc(Cl)cc2)c1 | 105 | -3 | 15 | 6 | 4 | 1 | 4 | 4 | -2.4
CC(C)(Sc1cc(C(C)(C)C)c(O)c(C(C)(C)C)c1)Sc1cc(C(C)(C)C)c(O)c(C(C)(C)C)c1 | 102 | -7 | -7 | -1 | 6 | -1 | 10 | 2 | 0.6
Cc1ccc(NS(=O)(=O)c2ccc(-c3ccc(=O)[nH]n3)o2)cc1N(C)C | 148 | -3 | 8 | -24 | -3 | 0 | -8 | -11 | -0.5
N#Cc1cc(-c2ccccc2)oc1/N=C/c1ccccc1O | 97 | -4 | 0 | -8 | -4 | 3 | 3 | -7 | 3.6
COc1ccc(-c2noc(-c3ccccc3Cl)n2)cc1OC | 86 | -3 | 7 | 13 | -3 | -2 | -1 | 7 | 3.1
Cc1cc(=O)oc2cc(OC(C)C(=O)N3CCCc4ccccc43)ccc12 (configuration not stated) | 96 | 1 | 15 | -3 | 0 | 1 | 9 | 12 | 2.9
CCCc1nc2c([nH]1)c(=O)n(C)c(=O)n2C | 94 | -3 | -12 | -12 | 0 | 1 | 2 | -4 | 0.5
COc1ccccc1-c1cn[nH]c1-c1ccc(OCc2ccc([N+](=O)[O-])cc2)cc1O | 110 | 0 | 18 | 9 | 2 | 0 | -5 | 4 | 2.0
Oc1ccccc1C1=Nc2ccccc2N=C(c2ccco2)C1 | 129 | -5 | 2 | -1 | 1 | 1 | 6 | 4 | 3.8
CC(=O)c1cc(F)c(N2CCN(C(=O)Cc3ccccc3)CC2)cc1C | 89 | 1 | 9 | -9 | 12 | -2 | -1 | 2 | -2.5
Cc1ccc2c(C)c(C(=O)Nc3c(C)n(C)n(-c4ccccc4)c3=O)oc2c1 | 93 | -1 | 2 | 1 | 1 | -3 | -1 | 1 | -1.8
CC1(C#CC[N+]2(C)CCCCC2)CCC2C(O1)c1ccccc1OC2(C)C (configuration not stated) | 88 | -1 | 8 | 7 | 6 | -4 | -4 | -5 | -3.0
CCn1c2ccccc2c2cc(NC(=O)CNCc3ccccc3OC)ccc21 | 105 | 6 | 3 | -2 | 0 | -6 | -9 | -5 | 1.4
CCOc1ccc(-c2c(C(=O)N/N=C/c3ccoc3)nnn2-c2nonc2N)cc1 | 93 | 1 | -12 | -2 | -4 | 5 | 8 | 7 | 1.6
COc1ccccc1NC(=O)C1Cc2ccccc2CN1C(=O)c1ccco1 (configuration not stated) | 105 | 2 | 2 | 12 | 1 | 0 | -5 | 21 | 0.2
CCOC(=O)/C(=C\c1ccc(OC(F)F)cc1)C1=Nn2c(nnc2-c2ccc(Cl)cc2)SC1 | 97 | 6 | 10 | 4 | 2 | 2 | -9 | 4 | 1.8
CSCCC(NC(N)=O)C(=O)NCC1CCCCC1 (configuration not stated) | 97 | -2 | 1 | 1 | 0 | -4 | -8 | -7 | 2.2
c1ccc(N2CCN(c3nc(-c4cccs4)nc4ccccc34)CC2)cc1 | 87 | -1 | 3 | -1 | 0 | 4 | 0 | 0 | 3.4
CCOc1ccc(C(=O)Nc2nncs2)cc1OCC | 97 | -2 | -5 | 5 | -4 | 0 | -2 | -2 | -0.2
CC(C)(C)NC(=O)CN(C(=O)CS(=O)CC(=O)Nc1ccc(F)cc1)c1ccc(F)c(Cl)c1 (configuration not stated) | 98 | 2 | 3 | 6 | -1 | -2 | -4&2 | -5 | -2.2
O=C(CCN1C(=O)c2ccccc2S1(=O)=O)N1CCN(c2cccc(Cl)c2)CC1 | 113 | -4 | -5 | 4 | 2 | -1 | -6 | 4 | 0.4
COc1ccc(NC(=O)CN(C)C(=O)CNC(=O)c2sc3ccccc3c2Cl)cc1 | 88 | 1 | -4 | nt | nt | nt | 0 | nt | 3.3

Continued (2 carried over from the part before).
SMILES | CR mimetic SO | PP1 inh | ZTA DNA inh | EBNA-1 inhibitor | CTSL1 counter | TPT1 inhibitor | GASC-1 inh | HCV core dimer | PP5 inh
O=C(CCN1C(=O)c2ccccc2S1(=O)=O)N1CCN(c2cccc(Cl)c2)CC1 | 113 | -4 | -5 | 4 | 2 | -1 | -6 | 4 | 0.4
COc1ccc(NC(=O)CN(C)C(=O)CNC(=O)c2sc3ccccc3c2Cl)cc1 | 88 | 1 | -4 | nt | nt | nt | 0 | nt | 3.3
CC(C)(C)NC(=S)N/N=C/c1cccnc1 | 99 | -3 | 5 | -9 | 0 | 0 | -23 | 5 | 0.6
CCN(CC)c1ccc(NC(=O)Nc2ccccc2C(F)(F)F)cc1 | 96 | -1 | 11 | 2 | 2 | 2 | 9 | -4 | 2.0
O=C(Cn1nc(-c2ccccc2)ccc1=O)NCC1COCCO1 (configuration not stated) | 88 | -2 | 7 | -1 | 4 | 0 | 7 | -2 | -1.5
Cn1c(CO)cnc1SCc1ccc(Cl)cc1 | 107 | 4 | -10 | -6 | 0 | 1 | 2 | 0 | 0.3
O=C(NC1CCCCC1)C(Cc1ccccc1)NS(=O)(=O)c1cccs1 (configuration not stated) | 96 | 2 | 2 | -11 | -2 | 2 | 5 | -6 | 3.1
CC(=O)NNc1nc(-c2ccccc2)cs1 | 99 | -3 | 0 | 0 | -3 | 18 | -21 | 37 | 0.6
CC(C)c1ccccc1NC(=O)CSc1n[nH]c(=O)n1C1CC1 | 105 | 1 | -7 | nt | nt | nt | -13 | nt | -0.3
Cc1ccccc1C(=O)c1cccn1CC(=O)NC(C)c1ccccc1 (configuration not stated) | 113 | 1 | -24 | -4 | 4 | -1 | -5 | -5 | 2.3
O=C(NCCC(=O)N1CCN(c2ncccn2)CC1)c1ccccc1 | 115 | -2 | 6 | 21 | 0 | 1 | 56 | -2 | 0.4
Cc1cc(C)cc(-n2c(C)nc3cc(C(=O)O)ccc32)c1 | 105 | -2 | 19 | 0 | 0 | 3 | 20 | -5 | 0.6
COc1ccc(/C=N/NC(=O)COc2ccccc2-c2ccccc2)cc1 | 106 | -4 | 24 | 13 | -1 | 0 | 5 | 6 | 1.4
COc1ccccc1NS(=O)(=O)c1ccc(C)c(C(=O)NCC(c2ccco2)N(C)C)c1 (configuration not stated) | 102 | 0 | 7 | 3 | 7 | -2 | 0 | 3 | -1.1
CC(C)[C@H](NC(=O)[C@H](Cc1ccccc1)n1c(=O)[nH]c2ccccc2c1=O)C(=O)N1CCC[C@@H]1C(=O)O | 102 | -2 | 6 | 6 | -5 | -2 | -4 | 1 | 0.0
CC1(C)Cc2c(cnn2-c2ccc(F)cc2)C(NC(=O)Cn2cncn2)C1 (configuration not stated) | 95 | 0 | -13 | 3 | -1 | -1 | nt | -9 | 1.3
Cc1ccc(-n2ncc3c(NNC(=O)c4cccs4)ncnc32)cc1 | 101 | -1 | -9 | -9 | -1 | -3 | 0 | -5 | -0.9
COC(=O)C1=C(C(=O)c2ccc(C)cc2)C(c2ccc(O)c(OC)c2)n2nnnc2N1 (configuration not stated) | 98 | -3 | 12 | 2 | 2 | 3 | -5 | -3 | -3.1
COCCNC(=O)c1cccc(OC2CCN(Cc3ccc(C(C)C)cc3)CC2)c1 | 115 | 2 | -9 | 1 | 1 | -2 | 9 | -8 | 2.7
Clc1cccc(-c2ccc(CNCc3ccccn3)o2)c1 | 101 | 2 | -11 | -13 | 0 | -3 | -8 | -15 | 2.3
c1ccc(Cn2nnnc2CN2CCCC2)cc1 | 93 | 0 | -2 | -1 | 0 | -1 | 1 | 4 | 1.6
Cc1ccc2c(C)[nH]c(=O)cc2c1 | 89 | -1 | -5 | 5 | -2 | -1 | 8 | 0 | 1.9
NC(=O)c1nc(C(=O)N2CCCCC2)c2ccccc2n1 | 97 | -5 | -31 | nt | nt | nt | -1 | nt | 1.6
Cc1ccc(NC(=O)c2ccc(OC(=S)N3CCOCC3)cc2)cc1 | 90 | -2 | -5 | 8 | -3 | 1 | -6 | 2 | 1.4
CC(=O)Nc1nc2ccc(S(=O)(=O)N3CCCCC3)cc2s1 | 95 | -4 | 12 | 8 | 2 | -2 | 1 | -1 | 0.2
Cc1onc(-c2cccc(Cl)c2Cl)c1C(=O)O/N=C(\N)c1ccc([N+](=O)[O-])o1 | 134 | 1 | -6 | 0 | -1 | -3 | -2 | 1 | 0.5
CCOC(=S)SCC(=O)Nc1ncc(C)s1 | 100 | 2 | -9 | -1 | 0 | -2 | 0 | -4 | 3.2
CC(NC(=O)CCc1nnc(-c2ccc(-c3ccccc3)cc2)o1)c1nc2ccccc2[nH]1 (configuration not stated) | 100 | 9 | 11 | 1 | 4 | 6 | 13 | 8 | -1.1
C=CCOc1ccc(/C=C2\C(=N)N3N=C(S(=O)(=O)CC)SC3=NC2=O)cc1OC | 98 | -7 | -5 | 2 | -4 | 5 | 13 | -3 | 3.2
CC12c3ccccc3C(c3ccccc31)C1C(=O)N(c3ccncc3)C(=O)C12 (configuration not stated) | 96 | -1 | 15 | -2 | 3 | 2 | -3 | 2 | 0.8
Cc1c(NC(=O)COc2cccc(F)c2)c(=O)n(-c2ccccc2)n1C | 92 | -3 | 8 | nt | nt | nt | 1 | nt | -1.2
Cc1cccc(C)c1Nc1nnc(SCC(=O)c2ccc(Br)s2)s1 | 110 | 5 | -7 | 3 | 3 | 4 | 11 | -2 | 1.6
